# Screening results (PubChem BioAssay)
# OPRM1-OPRD1 inv – mu-delta opioid heterodimer inverse agonism; P35372+P41143; cell-based MOR-DOR heterodimer luminescence; inhibition, % at 9.3 µM; actives 0.21% (n = 340,000); AID 504357; in the data active = inhibition above about 22%, passing the limit was not always enough;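 also: 0% = cells with DMSO and 100% = wells without cells with DMSO; values of inactives mirror those of a sister screen read the other way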
# PKA-R2B act – activates the human PKA-R2B holoenzyme complex; P22694+P31323; PKA-R2B holoenzyme dissociation, Cy5-IP20 fluorescence polarization; R2B truncated from residue 108, S112A mutant; 0% DMSO only, 100% 113 µM cGMP; activation, % at 11.4 µM; actives 0.079% (n = 340,000); AID 504700;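 active = activation above a cutoff set at the mean over all compounds plus 3 SD, cut at about 18% in these data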;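 also: higher means more holoenzyme dissociation and a rise in polarization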
# Target sequence (P31323 whole entry, looked up, other chains not shown, the tested form may be a part): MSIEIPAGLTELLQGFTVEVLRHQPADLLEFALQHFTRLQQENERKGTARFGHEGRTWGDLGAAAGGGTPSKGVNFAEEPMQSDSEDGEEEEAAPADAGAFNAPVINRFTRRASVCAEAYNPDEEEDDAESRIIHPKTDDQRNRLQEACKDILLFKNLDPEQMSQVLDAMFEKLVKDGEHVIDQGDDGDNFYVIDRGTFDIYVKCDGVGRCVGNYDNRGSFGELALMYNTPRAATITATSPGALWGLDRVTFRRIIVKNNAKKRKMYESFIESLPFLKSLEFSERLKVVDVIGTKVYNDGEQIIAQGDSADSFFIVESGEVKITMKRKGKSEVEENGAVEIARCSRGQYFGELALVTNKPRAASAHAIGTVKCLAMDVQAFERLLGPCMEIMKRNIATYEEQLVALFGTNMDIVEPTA
# OPRM1-OPRD1 ag – agonists of human mu-delta opioid receptor heterodimerization; P35372+P41143; cells, OPRM1-OPRD1 heterodimerization, luminescence; activation, % at 9.3 µM; actives 0.3% (n = 340,000); AID 504326; in the data active = activation above about 18%;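 also: 0% = vehicle-treated cells and 100% = reference agonist; values of inactives mirror those of a sister screen read the other way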
# PfHsp90 yeast 2 – inhibits growth of yeast expressing Plasmodium falciparum Hsp90; S. cerevisiae expressing PfHsp90, BacTiter-Glo ATP, 48 h; yeast lacking PDR1 and PDR3 efflux regulators; inhibition, % at 9.4 µM; actives 0.32% (n = 310,000); AID 504621;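 active = every replicate shows inhibition above about 80%, whatever the replicate mean, limit read from the data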;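 also: 0% = DMSO neutral controls and 100% = 20 µM radicicol positive controls; yeast relying on Plasmodium falciparum Hsp90 in place of its own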
# Mot1-301 SUMO – SUMOylation pathway inhibition by Mot1-301 growth rescue. growth rescue, % at 18.8 µM. S. cerevisiae Mot1-301 growth rescue, ATP luminescence, 38.5C; percent above DMSO median, 100 means doubled. actives 1% (n = 320,000);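 active = every valid replicate shows activation above 250% relative to neutral control wells; inactive = the rest, any valid replicate at or below 250%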;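 also: OY570 slx delta 5 strain wells were the positive control but not used for scaling; some compounds called inactive have numbers as strong as hits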
# AddAB inh – less growth of phage-infected E. coli with AddAB; E. coli expressing H. pylori AddAB, absorbance growth; inhibition, % at 11.9 µM; actives 0.29% (n = 330,000); AID 435030; in the data active = inhibition above about 12%;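 also: 0% = vehicle wells of infected cells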
# PKA-R1A activ – PKA-R1A complex activation | P00514+P68181 | PKA-R1A dissociation, Cy5-IP20 fluorescence polarization; scaled: DMSO 0%, 113 µM cGMP 100% | activation, % at 11.4 µM | actives 0.083% (n = 340,000);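 active = percent activation above the mean of all tested compounds plus 3 SD, cut at about 19% in these data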;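 also: higher means more PKAc released from R1A so a rise in polarization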
# Tat export inh – blocks Tat-dependent protein export in E. coli; E. coli MC4100 TorA-mCherry Tat export, fluorescence; inhibition, % at 10 µM; actives 0.036% (n = 340,000); AID 488895;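 active = mean replicate inhibition at least 50% and at least half of replicates individually reaching 50%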;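 also: exported cargo escapes ClpAP degradation while cytoplasmic cargo is degraded and loses fluorescence; 0% = median of neutral control wells and 100% = median of NaSCN control wells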
# Ecoli viability – bacterial growth inhibition, counter-screen for AddAB inhibitors; E. coli V3065 growth, OD600 absorbance, 18 h; inhibition, % at 11.9 µM; actives 0.27% (n = 330,000); AID 449728;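 active = inhibition above the campaign's mean inhibition across all tested compounds plus 3 SD, cut at about 9.9% in these data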;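 also: uninfected addAB+ strain grown without phage in ampicillin broth; 0% = DMSO wells and 100% = ciprofloxacin 0.95 µg/ml wells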
# HTR5A inv ctr – HTR5A inverse agonism, opioid heterodimer counter-screen; P47898; HTR5A cell line, luminescence; inhibition, % at 9.3 µM; actives 0.083% (n = 340,000); in the data active = inhibition mostly above about 23%, no sharp cut-off; inactive = mostly below about 18%;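 also: 0% = cells with DMSO and 100% = no-cell wells with DMSO; some compounds called inactive have numbers as strong as hits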
# Target sequence (P47898 whole entry, looked up): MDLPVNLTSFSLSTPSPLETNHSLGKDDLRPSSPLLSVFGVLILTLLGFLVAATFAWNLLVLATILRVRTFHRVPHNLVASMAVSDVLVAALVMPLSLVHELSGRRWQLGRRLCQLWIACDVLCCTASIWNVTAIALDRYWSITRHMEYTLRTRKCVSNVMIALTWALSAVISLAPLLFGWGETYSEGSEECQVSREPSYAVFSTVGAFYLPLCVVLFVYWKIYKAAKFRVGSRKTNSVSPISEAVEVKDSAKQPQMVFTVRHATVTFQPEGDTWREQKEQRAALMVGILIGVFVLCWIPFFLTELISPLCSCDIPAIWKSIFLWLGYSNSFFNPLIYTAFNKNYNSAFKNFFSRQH
# phage Ecoli inh – E. coli growth loss with phage present; growth absorbance; inhibition, % at 11.9 µM; actives 0.26% (n = 360,000); in the data active = inhibition above about 11%
# Numbers without * were called inactive; nt = not tested or not shown.
SMILES,OPRM1-OPRD1 inv,PKA-R2B act,OPRM1-OPRD1 ag,PfHsp90 yeast 2,Mot1-301 SUMO,AddAB inh,PKA-R1A activ,Tat export inh,Ecoli viability,HTR5A inv ctr,phage Ecoli inh
CN1C(=O)c2cccc3c(S(=O)(=O)Nc4ccc(O)c(C(=O)O)c4)ccc1c23,-9,12,1.1,-2,133,1.2,3,4,-2.0,-9,2.1
COc1ccc(-c2nc(CSCC(=O)NC3CCN(Cc4ccccc4)CC3)c(C)o2)cc1OC,9,1,-1.7,8,11,2.5,0,9,-2.6,-29,1.3
CCN1CCN(c2ccc(S(=O)(=O)N3CCCCC3)cc2NC(=O)COc2ccc(F)cc2Cl)CC1,-8,2,1.4,7,-16,2.5,5,1,3.0,-5,-0.1
Cc1ccc(S(=O)(=O)N2CCOCC2)cc1C(=O)NCC1CCCO1 (stereo unspecified),1,-3,-0.2,11,3,-1.2,2,-2,-1.4,-33,2.1
O=C(COC(=O)c1ccccc1Br)NCCC1=CCCCC1,-5,-1,1.0,-17,14,-0.9,-5,4,0.0,5,2.1
O=C(Nc1ccccc1F)c1ccc(CNS(=O)(=O)c2cccc(C(F)(F)F)c2)cc1,-26,-16,6.2,19,-17,2.4,-5,0,0.2,-29,2.2
CC(NC(=O)CCSCc1ccccc1F)c1ccccc1 (stereo unspecified),7,2,-1.6,3,2,-1.2,5,2,0.0,2,0.6
Cc1cc(C)c(NC(=O)CN2C(=O)NC3(CCOc4ccccc43)C2=O)c(C)c1 (stereo unspecified),2,-6,-0.4,5,55,3.6,1,-3,-1.0,-53,2.3
CCS(=O)(=O)N1CCC(C(=O)O)CC1,5,10,-0.9,-6,1,0.6,5,-10,0.7,-8,4.7
Cc1ccc(CNC(=O)c2cnc(-c3ccccn3)nc2C(F)(F)F)cc1,7,-13,-1.1,47,-9,0.3,2,-4,0.3,11,-0.6

# Compound profiles, from the list above:
# Cc1cc(C)c(NC(=O)CN2C(=O)NC3(CCOc4ccccc43)C2=O)c(C)c1 (stereo unspecified) across the screens: OPRM1-OPRD1 inv = 2; PKA-R2B act = -6; OPRM1-OPRD1 ag = -0.4; PfHsp90 yeast 2 = 5; Mot1-301 SUMO = 55; AddAB inh = 3.6; PKA-R1A activ = 1; Tat export inh = -3; Ecoli viability = -1.0; HTR5A inv ctr = -53; phage Ecoli inh = 2.3
# O=C(Nc1ccccc1F)c1ccc(CNS(=O)(=O)c2cccc(C(F)(F)F)c2)cc1 across the screens: OPRM1-OPRD1 inv = -26; PKA-R2B act = -16; OPRM1-OPRD1 ag = 6.2; PfHsp90 yeast 2 = 19; Mot1-301 SUMO = -17; AddAB inh = 2.4; PKA-R1A activ = -5; Tat export inh = 0; Ecoli viability = 0.2; HTR5A inv ctr = -29; phage Ecoli inh = 2.2

# More entries follow.
SMILES,OPRM1-OPRD1 inv,PKA-R2B act,OPRM1-OPRD1 ag,PfHsp90 yeast 2,Mot1-301 SUMO,AddAB inh,PKA-R1A activ,Tat export inh,Ecoli viability,HTR5A inv ctr,phage Ecoli inh
CSc1cccc(NC(=O)CCCOc2ccc(Cl)cc2Cl)c1,-19,-6,3.4,-14,nt,1.1,-2,2,1.6,-21,0.9
COc1ccc(S(=O)(=O)N2CC(O)CC2C(=O)Nc2cccnc2)cc1 (stereo unspecified),9,3,-1.7,2,136,-2.4,16,-2,-1.6,-1,-1.5
CC(C)(C)c1cc[n+](/C(C(=S)NC2CC2)=C(/[O-])c2ccc(Cl)s2)cc1,-20,-3,3.3,-3,7,1.3,-5,-22,-0.2,1,1.7
COCCN(C(=O)c1cc(Cl)nc2ccccc12)c1c(N)n(Cc2ccccc2)c(=O)[nH]c1=O,7,4,-1.6,30,20,1.8,-3,-6,-1.1,5,2.0
Cc1ccc(C)c(N2CCN(C(=O)CCCCn3c(=O)[nH]c4ccccc4c3=O)CC2)c1,-39,-9,6.8,nt,13,1.1,5,12,-1.7,-19,-1.5
COc1cccc(NC(=O)CN(C)C(=O)c2cc(-c3ccc(C)o3)nc3ccccc23)c1,-1,-6,0.1,0,-12,0.7,-15,-8,1.6,-13,1.8
CCOc1ccc(S(=O)(=O)N(C)c2ccc(OCC(=O)NCc3ccc(C(=O)OC)cc3)cc2)cc1,4,1,-0.8,3,-3,-0.2,-1,-3,1.4,-12,0.4
CC(=O)c1nc(N2C(=O)CC(Cc3ccc(C)cc3)C2=O)sc1C (stereo unspecified),14,-10,-2.6,-8,-12,3.7,-5,3,0.3,-13,3.2
CCCCc1nc(NCc2ccccc2)c(C#N)c2c1COC(C)(C)C2,1,13,-0.2,nt,9,2.4,7,-6,0.7,17,1.4
CN(CC(=O)O/N=C(\N)c1ccccn1)S(=O)(=O)c1cc(Cl)ccc1Cl,8,-12,-1.6,1,-8,0.4,-12,19,0.0,-17,1.7
COc1ccc(-c2n[nH]c(C)c2-c2ccc(Cl)cc2)c(O)c1OC,-55,-4,9.4,nt,4,4.2,-12,-2,-0.3,-9,1.2
COC(=O)C1=C[C@@H](C(=O)OC)[C@@H]2C3=C(C(=O)[C@@]2(C)NC(=O)c2ccccc2)[C@H](c2ccccc2)[C@@H]2C(=O)NC(=O)[C@@H]2[C@@H]3C1,8,-10,-1.4,10,-5,0.7,-1,6,-0.9,4,1.8
COc1cccc(CN(C)C(=O)c2cccc(S(=O)(=O)N3CCN(c4ccc(F)cc4)CC3)c2)c1OC,9,2,-1.6,7,-9,1.4,4,8,0.4,5,-1.8
O=S1(=O)CCN(Cc2ccc(F)cc2)CC1,4,-7,-0.7,-16,-9,1.2,-14,-9,0.8,-16,3.6
CC(C)c1nc(C(N)=O)c2[nH]c(=O)n(-c3ccc(F)cc3)c2n1,1,3,-0.2,-6,7,-0.5,5,-1,1.0,-16,2.5
CN1CCN(NC(=O)Nc2ccc(F)cc2)CC1,14,-9,-2.7,16,-3,nt,-1,10,nt,22,2.1
Cc1cc(NC(=O)C23CCC(C)(C(=O)O2)C3(C)C)no1 (stereo unspecified),2,-2,-0.4,-16,-15,1.5,2,12,0.7,8,3.1
COc1ccccc1N1CCN(C(=O)C(=O)c2cn(CC(=O)N3CCCCCC3)c3ccccc23)CC1,3,-2,-0.6,22,1,-2.4,-11,4,-2.4,7,0.6
COc1ccc2c(c1OC)C(=O)N1C2SC(C)(C)[C@H]1C(=O)NC1CCCC1 (stereo partly specified),14,3,-2.7,-6,0,1.2,-3,3,-0.8,-2,1.1
N/C(=N\N=Cc1ccc2c(c1)OCO2)NN=Cc1ccc2c(c1)OCO2,-19,-4,3.7,8,nt,nt,-4,3,nt,8,2.5
COc1ccc(/C(O)=C2/C(=O)C(=O)N(Cc3cccnc3)C2c2ccccn2)cc1 (stereo unspecified),9,0,-1.6,-10,-10,0.5,-11,-2,1.3,-11,0.3
Cc1cc([N+](=O)[O-])ccc1-c1ccc(/C=N/NC(=O)Cc2ccccc2)o1,-8,7,1.6,-17,-5,0.5,1,2,-0.9,10,3.6
Cc1ccc(C(=O)OCC(=O)c2ccc(S(=O)(=O)N3CCCCC3)cc2)o1,52*,-8,-8.1,-27,-8,-1.2,10,-6,-3.0,20,0.1
S=C(Nc1ccccc1Cl)N(Cc1cccnc1)Cc1ccco1,8,-4,-1.6,-37,12,0.2,3,3,-0.8,34,0.3
CCCS(=O)(=O)N1CCCC(C(=O)NCCCN(CC)c2cccc(C)c2)C1 (stereo unspecified),4,3,-0.7,4,6,-0.4,-10,1,-1.0,-18,2.5
CCN1CC(CN(C)Cc2nc(-c3ccc(OC)c4ccccc34)oc2C)CC1=O (stereo unspecified),6,-4,-1.2,4,-10,3.9,-3,3,0.6,-38,-2.0
C=CCn1c(-c2ccccc2)n[nH]c1=S,5,7,-0.8,15,-14,-0.1,7,-4,-0.7,2,0.9
CCn1c(C)nnc1SCC(=O)Nc1cccc(C(F)(F)F)c1,7,8,-1.4,3,-31,4.0,0,8,4.8,13,2.5
O=Cc1cn(CCC(=O)O)nc1-c1cccc(Cl)c1,9,2,-1.6,-21,-3,3.8,-5,1,3.5,11,1.7
COc1ccc(NC(=O)COC(=O)c2ccc3ccccc3n2)c(OC)c1,4,-5,-0.9,5,9,-1.2,-3,-2,-2.9,17,-0.1
COc1ccc(C2C(C(=O)OCC(=O)NC(C)(C)C)CCC(=O)N2c2ccc(C)cc2)cc1OC (stereo unspecified),-5,2,0.9,21,nt,3.2,-6,24,2.2,14,0.8
O=C1c2ccc3c4c(ccc(c24)C(=O)N1CCCCO)C(=O)N(CCCCO)C3=O,-48,-12,8.9,1,nt,nt,-1,-2,nt,9,1.1
NC(=O)C1CCN(C(=O)c2cc(S(=O)(=O)N3CCN(c4ccccc4)CC3)ccc2Cl)CC1,10,-10,-2.0,-3,nt,nt,7,-6,nt,1,2.1
O=C(COC(=O)c1c2c(nc3ccccc13)CCCC2)c1cccs1,-2,13,0.3,-26,29,1.1,-2,2,1.1,0,-1.8
Fc1ccc(-c2nc3c(Cl)cc(C(F)(F)F)cn3c2Cl)cc1,-19,3,3.6,-1,0,1.6,-3,-5,-3.4,-6,1.2
CC(C)(C)C1CCC(=NOC(=O)c2ccc(F)cc2)CC1 (stereo unspecified),-25,3,5.4,-80,282,0.9,-4,3,-1.0,-12,1.2
COc1ccc(/C=N/n2c(-c3ccccc3)n[nH]c2=S)cc1,-9,6,1.9,19,2,-0.2,-8,-2,-1.8,8,4.0
CCOC(=O)N1CCN(C(=O)c2cccn3c(=O)c4cc(Br)ccc4nc23)CC1,-9,4,1.8,16,-11,-1.8,-4,3,1.9,-6,-0.3
Cc1cccc(CSc2nnc(CCCCCNC(=O)OC(C)(C)C)o2)c1,14,2,-2.8,18,11,-3.3,-8,5,-3.6,-11,2.7
CCOc1ccc(N2C(=O)/C(=C/c3cc(OC)c(OC)c(OC)c3)N(CC(=O)OC)C2=S)cc1,14,-9,-2.5,3,8,-1.0,0,-6,-3.4,-2,-2.5
COc1cc(C(C[N+](=O)[O-])c2c(N)n(C)c(=O)n(C)c2=O)ccc1O (stereo unspecified),16,1,-3.0,-6,-41,4.1,-3,-22,1.6,4,2.2
NS(=O)(=O)c1ccc(NC(=O)COC(=O)COc2cccc(C(F)(F)F)c2)cc1,5,5,-1.0,8,13,3.3,8,-8,0.7,-11,-1.4
